Source: PubChem BioAssay
PAFAH1B3 FP inh = inhibitors of human PAFAH1B3 | Q15102 | recombinant PAFAH1B3, FP-rhodamine probe, fluorescence polarization | inhibition, % at 3.39 µM | 340,000 compounds, 0.28% hits;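 active = inhibition above the screen-wide average of all tested compounds plus 3 SD, cut at about 25% in these data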;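 note: 0% = enzyme with DMSO only and 100% = wells lacking PAFAH1B3 protein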
ZTA counter = blocks Epstein-Barr virus ZTA, an EBNA-1 counter-screen; ZTA-DNA binding, fluorescence polarization; inhibition, % at 11 µM; 320,000 compounds, 0.15% hits; in the data active = inhibition above about 33%
Target sequence (P03206 whole entry, looked up): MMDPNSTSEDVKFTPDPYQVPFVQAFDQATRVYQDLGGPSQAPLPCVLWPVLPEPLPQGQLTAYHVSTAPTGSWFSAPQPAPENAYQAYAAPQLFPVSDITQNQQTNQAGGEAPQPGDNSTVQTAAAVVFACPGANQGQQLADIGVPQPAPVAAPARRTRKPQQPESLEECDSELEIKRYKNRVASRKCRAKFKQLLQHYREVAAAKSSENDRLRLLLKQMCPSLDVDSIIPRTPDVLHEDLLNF
LYPLA1 counter = LYPLA1 (human) inhibition in PME1 counter-screen. recombinant LYPLA1, FP-Rh probe fluorescence polarization. inhibition, % at 5.9 µM. 320,000 compounds, 0.16% hits;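 active = inhibition above the mean of all tested compounds plus 3 SD, set per campaign, cut at about 14% in these data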;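 note: inhibitors block serine hydrolase probe labeling of LYPLA1 so polarization falls; 0% = enzyme with DMSO and 100% = wells lacking LYPLA1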
LYPLA2 counter = LYPLA2 (human) inhibition in PME1 counter-screen | AID 2177 | recombinant LYPLA2, FP-Rh probe fluorescence polarization | 320,000 compounds, 0.38% hits | O95372 | inhibition, % at 5.9 µM;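 active = inhibition above the screen-wide mean plus 3 SD, limit set per campaign, cut at about 26% in these data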;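 note: 0% = LYPLA2 with DMSO and 100% = wells lacking LYPLA2 enzyme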
pPAFAH inh = pPAFAH (human) enzyme inhibition | Q13093 | inhibition, % at 3.39 µM | 330,000 compounds, 1.5% hits | recombinant pPAFAH, FP-rhodamine probe fluorescence polarization;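 active = inhibition above the mean inhibition across the screen plus 3 SD, cut at about 25% in these data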;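 note: inhibitors block binding of the rhodamine activity-based probe so polarization drops; 0% = enzyme with DMSO and 100% = wells lacking pPAFAH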
Target sequence (Q13093 whole entry, looked up): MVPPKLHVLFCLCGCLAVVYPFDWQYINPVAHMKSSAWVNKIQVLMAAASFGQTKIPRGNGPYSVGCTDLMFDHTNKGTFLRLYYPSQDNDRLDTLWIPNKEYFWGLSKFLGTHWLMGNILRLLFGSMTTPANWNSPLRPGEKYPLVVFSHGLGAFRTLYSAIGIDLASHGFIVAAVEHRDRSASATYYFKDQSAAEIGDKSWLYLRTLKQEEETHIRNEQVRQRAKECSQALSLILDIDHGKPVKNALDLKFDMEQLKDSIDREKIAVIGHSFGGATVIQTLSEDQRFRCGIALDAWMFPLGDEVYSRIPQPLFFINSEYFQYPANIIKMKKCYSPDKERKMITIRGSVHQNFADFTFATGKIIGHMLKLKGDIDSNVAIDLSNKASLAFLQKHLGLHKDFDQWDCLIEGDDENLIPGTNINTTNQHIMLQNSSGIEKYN
PAFAH2 inh = PAFAH2 (human) inhibition; 340,000 compounds, 0.99% hits; AID 492956; inhibition, % at 3.39 µM; recombinant PAFAH2, FP-rhodamine activity probe, fluorescence polarization; Q99487;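 active = inhibition above the mean over all tested compounds plus 3 SD, cut at about 30% in these data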;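 note: inhibitors block probe labeling of enzyme so polarization drops; 0% = enzyme with DMSO and 100% = wells lacking PAFAH2 protein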
PREPL inh = inhibitors of human prolyl oligopeptidase-like enzyme PREPL | Q4J6C6 | recombinant PREPL, fluorescence polarization activity-based probe | inhibition, % at 5.96 µM | 320,000 compounds, 0.68% hits | AID 2751; in the data active = inhibition above about 43%;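 note: 0% = enzyme with DMSO and 100% = wells lacking enzyme; many of its hits are not listed in these tables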
PAFAH1B2 FP inh = PAFAH1B2 (human) inhibition. P68402. recombinant PAFAH1B2, FP-rhodamine activity probe, fluorescence polarization. inhibition, % at 3.39 µM. 340,000 compounds, 1.2% hits. AID 492953;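 active = inhibition above the mean of all tested compounds plus 3 SD, cut at about 24% in these data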;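 note: 0% = enzyme with DMSO and 100% = wells lacking PAFAH1B2; many of its hits are not listed in these tables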
Target sequence (P68402 whole entry, looked up): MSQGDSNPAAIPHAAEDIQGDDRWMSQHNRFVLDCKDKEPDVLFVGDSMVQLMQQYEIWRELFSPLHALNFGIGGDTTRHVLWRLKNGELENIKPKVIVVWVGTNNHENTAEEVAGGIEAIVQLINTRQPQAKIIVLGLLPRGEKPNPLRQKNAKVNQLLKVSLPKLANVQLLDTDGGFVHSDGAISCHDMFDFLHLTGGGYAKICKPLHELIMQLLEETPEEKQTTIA
EBNA-1 inhibitor = blocks EBNA-1 binding to DNA; AID 1950; EBNA-1 DNA binding, fluorescence polarization; inhibition, % at 14.8 µM; 300,000 compounds, 0.34% hits; in the data active = inhibition above about 28%
An asterisk follows results filed as active; . = not tested or not shown. This is a subset. The share of hits here may be higher or lower than overall.

Every second line gives: PAFAH1B3 FP inh	ZTA counter	LYPLA1 counter	LYPLA2 counter	pPAFAH inh	PAFAH2 inh	PREPL inh	PAFAH1B2 FP inh	EBNA-1 inhibitor
OC(CNCc1ccccc1Cl)C(F)(F)F (stereo unspecified)
→ 7	-12	5	8	-2	4	19	2	8
CCCCSCc1nc2ccccn2c1Br
→ 8	-6	2	-3	-4	5	-7	1	1
Cc1ccc(C(=O)Nc2ccc(N3CCCCC3)cc2)cc1
→ 4	.	.	.	6	0	13	3	.
Cc1ccc(S(=O)(=O)CCC(=O)OCC(=O)NCCc2ccc(S(N)(=O)=O)cc2)cc1
→ 0	2	1	0	1	4	19	-2	.
CCOC(=O)C1CCCn2c1nc1sc3c(c1c2=O)CCCC3 (stereo unspecified)
→ 7	-13	-2	-6	4	3	4	3	8
O=c1oc2cc(Br)ccc2n1CSC1=NCCS1
→ 10	9	0	2	7	3	-2	8	1
CS(=O)(=O)N(CC(=O)N1CCCC1)c1cc(Cl)c(Cl)cc1Cl
→ 9	-5	-6	-2	0	5	3	1	0
CCN(c1ccccc1)S(=O)(=O)c1ccc(Cl)c(C(=O)NCC2CCCO2)c1 (stereo unspecified)
→ 1	-2	-4	-4	-3	-6	4	4	-10
COc1ccc(NS(=O)(=O)c2cccc3cccnc23)cc1
→ 11	-12	0	-3	3	12	1	0	4
COc1ccc(OC)c(C2=Nn3c(nnc3-c3cccc(OC(C)C)c3)SC2)c1
→ 4	11	-3	-3	2	-4	8	5	-10
CN(C)C(=O)c1nnsc1Sc1ccc(Cl)cc1
→ -1	7	-3	-3	2	5	5	2	5
C[C@H](CO)N1C[C@H](C)[C@@H](CN(C)S(=O)(=O)c2ccc(F)cc2)Oc2ccc(NC(=O)C3CCCCC3)cc2C1=O
→ 5	.	.	.	-3	4	8	0	.
O=C(COC(=O)c1ccc[nH]c1=O)NC1CCCCCC1
→ 3	-12	-1	-5	-5	-5	0	3	-5
O=C(NC(=S)NC1CCS(=O)(=O)C1)c1cccc([N+](=O)[O-])c1 (stereo unspecified)
→ 2	-19	0	0	-4	-1	9	-7	2
Cc1ccn2c(NCc3ccccc3)c(-c3cccs3)nc2c1
→ -3	4	-4	-4	1	-1	24	-3	-15
O=C(c1ccccn1)N1CCCC(N2CCN(c3cccc(C(F)(F)F)c3)CC2)C1 (stereo unspecified)
→ 3	4	0	1	6	-6	11	-3	1
CCCn1c2ccccc2c2nnc(SCC(=O)Nc3ncccn3)nc21
→ 4	-7	-1	0	10	12	13	6	6
CCCCN(Cc1nc2ccccc2c(=O)[nH]1)C(=O)CN1C(=O)NC2(CCCCC2)C1=O
→ 8	-17	-3	0	-3	3	10	1	.
c1ccc(-c2nnc3n2CCCC3)cc1
→ 3	0	0	3	5	2	0	3	14
O=C(COC(=O)C1CCN(S(=O)(=O)c2ccc3c(c2)OCCO3)CC1)NC1CCS(=O)(=O)C1 (stereo unspecified)
→ 7	6	1	-4	6	7	17	4	-8
O=C(N[C@@H](Cc1c[nH]c2ccccc12)C(=O)O)C1CCN(S(=O)(=O)c2cccs2)CC1
→ 2	-2	-1	-3	-3	2	2	7	-10
O=S(=O)(c1ccc(F)cc1)N1CCN(c2ccc(F)cc2)CC1
→ 10	-29	1	4	6	0	-73	1	-6
Cc1cc(C)cc(NC(=O)CCN2CCCC2)c1
→ 9	-2	-3	3	0	-2	-10	0	3
CNC(=O)c1c(NC(=O)c2ccc(N3C(=O)CCC3=O)cc2)sc2c1CCCC2
→ 0	15	-2	0	-3	0	-8	3	-8
COc1cccc(NC(=O)C2C3CC4OC(=O)C2C4C3)c1 (stereo unspecified)
→ -6	13	-1	-2	3	5	14	1	3
CCOc1ccc(NC(=O)Cn2nnc(-c3ccccc3NC(=O)C3CC3)n2)cc1
→ -6	-11	1	-5	0	-14	17	0	23
COc1ccc(-c2nc3c4ccccc4[nH]c(=O)n3n2)cc1
→ 5	-2	1	3	7	5	-18	4	8
OC(CCN1CCCC1)(c1ccccc1)C1CCCCC1 (stereo unspecified)
→ -3	-10	-4	-2	5	3	-1	5	-1
CCOC(=O)c1ccc(N[C@@H]2CCN3C(=O)c4ccccc4[C@@H]3C[C@H]2O)cc1
→ 11	.	.	.	0	2	.	3	.
Nc1nnn(CC(=O)N/N=C/c2ccc(Cl)cc2Cl)n1
→ 6	-2	1	1	4	-6	2	-2	3

The list goes on, overlapping the part above by 2 compounds.
Every second line gives: PAFAH1B3 FP inh	ZTA counter	LYPLA1 counter	LYPLA2 counter	pPAFAH inh	PAFAH2 inh	PREPL inh	PAFAH1B2 FP inh	EBNA-1 inhibitor
CCOC(=O)c1ccc(N[C@@H]2CCN3C(=O)c4ccccc4[C@@H]3C[C@H]2O)cc1
→ 11	.	.	.	0	2	.	3	.
Nc1nnn(CC(=O)N/N=C/c2ccc(Cl)cc2Cl)n1
→ 6	-2	1	1	4	-6	2	-2	3
COc1ccc(-c2nn(-c3ccccc3)cc2/C=C/C(=O)OCC(=O)Nc2cccc(C#N)c2)cc1
→ -50	-6	-8	-17	-1	-21	-12	-42	12
C/C(=N/NC(=O)c1ccc(Br)o1)c1ccncc1
→ 9	-5	-1	-7	5	-2	-3	0	7
N#CCCNS(=O)(=O)c1ccc(C(=O)OCC2CCCCC2)cc1
→ 9	-12	1	1	7	0	-8	7	-1
O=C(CCN1CCN(CCO)CC1)Nc1ccc(OCc2ccccc2)cc1
→ 2	12	-1	-3	-1	-3	26	5	-11
Cc1cc(Cl)ccc1NC(=O)CCC(=O)N/N=C/c1cc([N+](=O)[O-])ccc1O
→ 3	3	-1	1	2	6	2	3	3
Cc1cc(C)n2nc(SCC(=O)N(C)c3ccccc3)nc2n1
→ 12	2	1	0	2	12	7	4	12
CNC(=O)CC1C(=O)N(C)C(=S)N1NC(=O)c1ccc(Cl)cc1 (stereo unspecified)
→ 7	0	2	7	-1	7	14	5	-4
CCc1cc2c(SCC(=O)c3ccc(C)cc3)ncnc2s1
→ 0	11	2	0	-3	1	-2	-2	7
C/C(=N/NS(=O)(=O)c1ccc(Cl)cc1)c1cccc(O)c1
→ 0	-9	-1	-3	5	-4	-4	3	5
Cc1nc(CNS(=O)(=O)c2cc(F)ccc2F)cs1
→ 3	6	-3	-1	7	3	9	-3	6
CCOC(=O)c1c(NC(=O)CN2CCCc3ccccc32)sc(C)c1C
→ 1	10	-3	4	9	1	10	-2	2
COC(=O)C1(Cc2ccccc2)NC(c2ccccc2C)C2C(=O)N(c3ccc4c(c3)OCO4)C(=O)C21 (stereo unspecified)
→ 6	0	3	-5	3	-1	-2	5	6
CC(C)(C)C(=O)Nc1ccc(C(=O)NNC(=O)c2ccccc2)cc1
→ 10	-15	-4	3	-5	2	0	5	-14
CCOc1ccccc1NC(=S)Nc1ncccc1C
→ 4	-1	0	2	2	-1	4	5	-10
CC1CN(C(=O)CCC(=O)NCc2ccccc2)c2cc(Cl)ccc2O1 (stereo unspecified)
→ 3	12	1	-5	4	0	-10	5	11
NC(=S)N/N=C\c1ccccc1OCc1ccccc1
→ 9	16	-2	0	3	0	-5	6	0
O=C(c1sc2ccccc2c1Cl)N1CCN(c2ccc(F)cc2)CC1
→ -7	2	3	9	5	8	-9	6	1
O=C1COc2cc(S(=O)(=O)CCC(=O)N3CCCCC3)c(Cl)cc2N1
→ -2	-5	-2	-2	1	6	9	3	-6
COc1ccc(OC)c(CN2C(=O)CCC2(C)C(=O)NC2CCCCCC2)c1 (stereo unspecified)
→ 4	-2	1	-3	3	-1	14	1	12
C#Cc1cccc(C(=O)NC2CCCN(C3Cc4ccccc4C3)C2)c1 (stereo unspecified)
→ 5	-3	-1	-4	3	10	-28	-1	-11
Cc1noc(NS(=O)(=O)c2ccc(N/C=C/C(=O)c3ccccc3)cc2)c1C
→ 6	-2	-1	-5	-3	5	-1	4	-3
CCCCC1=CC2=CC(=O)C(C)(OC(=O)CC)C(=O)C2=CN1Cc1ccco1 (stereo unspecified)
→ 9	-2	-2	-3	7	0	10	7	9
Cc1ccc(NC(=O)c2ccc(N3CCOCC3)c([N+](=O)[O-])c2)cc1S(=O)(=O)N1CCOCC1
→ 2	8	-4	2	-1	-4	17	1	3
COc1ccc(NC(=O)COC(=O)COc2ccc(Br)cc2)cc1
→ 5	2	9	24	8	-2	1	9	5
CCc1ccc(S(=O)(=O)/N=C2\C=C(Nc3cccc(C(=O)O)c3)C(=O)c3ccccc32)cc1
→ 63*	20	10	15	37*	62*	38	39*	-5
COC(=O)c1ccccc1NC(=O)C1=CC(c2cccs2)=NS(=O)(=O)N1C
→ 7	21	-2	-2	10	4	-1	2	5
O=c1c2cn[nH]c2nc(SCc2cc(=O)n3cc(Br)ccc3n2)n1-c1ccc(Br)cc1
→ -6	14	-8	4	-1	1	-3	0	5
CCCCN(C(=O)COC(=O)CSc1ccc([N+](=O)[O-])cc1)c1c(N)n(CCC)c(=O)[nH]c1=O
→ 7	7	0	4	7	0	3	8	5
Cc1ccc(CNC(=O)C2CCCN(S(=O)(=O)c3c(C)[nH]c(=O)[nH]c3=O)C2)cc1 (stereo unspecified)
→ 8	-1	0	1	-1	-2	1	-2	-7
O=C1N/C(=N\N=C\c2ccco2)SC1Cc1ccc(F)cc1 (stereo unspecified)
→ 0	-5	2	3	3	6	-2	5	10
O=C(Nc1cccc(O)c1)C1CC(c2cccc(Br)c2)=NO1 (stereo unspecified)
→ -7	2	-2	2	-1	-2	-7	6	-3

Compounds listed so far that contain a thiophene ring, fused or not, in the order listed:
Every second line gives: PAFAH1B3 FP inh	ZTA counter	LYPLA1 counter	LYPLA2 counter	pPAFAH inh	PAFAH2 inh	PREPL inh	PAFAH1B2 FP inh	EBNA-1 inhibitor
CCOC(=O)C1CCCn2c1nc1sc3c(c1c2=O)CCCC3 (stereo unspecified)
→ 7	-13	-2	-6	4	3	4	3	8
Cc1ccn2c(NCc3ccccc3)c(-c3cccs3)nc2c1
→ -3	4	-4	-4	1	-1	24	-3	-15
O=C(N[C@@H](Cc1c[nH]c2ccccc12)C(=O)O)C1CCN(S(=O)(=O)c2cccs2)CC1
→ 2	-2	-1	-3	-3	2	2	7	-10
CNC(=O)c1c(NC(=O)c2ccc(N3C(=O)CCC3=O)cc2)sc2c1CCCC2
→ 0	15	-2	0	-3	0	-8	3	-8
CCc1cc2c(SCC(=O)c3ccc(C)cc3)ncnc2s1
→ 0	11	2	0	-3	1	-2	-2	7
CCOC(=O)c1c(NC(=O)CN2CCCc3ccccc32)sc(C)c1C
→ 1	10	-3	4	9	1	10	-2	2
O=C(c1sc2ccccc2c1Cl)N1CCN(c2ccc(F)cc2)CC1
→ -7	2	3	9	5	8	-9	6	1
COC(=O)c1ccccc1NC(=O)C1=CC(c2cccs2)=NS(=O)(=O)N1C
→ 7	21	-2	-2	10	4	-1	2	5
